Screens: PubChem, several laboratories
FID counter – fluorescent intercalator displacement, NS3 helicase counter-screen; DNA fluorescent intercalator displacement, fluorescence; inhibition, % at 7.9 µM; 0.17% of 290,000 active; in the data active means inhibition above about 37%;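 further: 0% = vehicle and 100% = reference compound; higher means more ethidium bromide displaced from hairpin DNA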
MEKK2 mut-MEK5 – signal of MEK5 binding to mutant human MEKK2 PB1 domain | bead flow cytometry, Alexa488-MEK5 binding to MEKK2 mutant | percent response, % at 10 µM | 0.35% of 290,000 active | AID 1530; in the data active means percent response above about 24%, passing the limit was not always enough; further: inactives centre near 1; some results filed as inactive read as strong as hits; reference of the scale not given here
M18AAP inhibitor – blocks P. falciparum M18 aspartyl aminopeptidase. inhibition, % at 7.35 µM. recombinant PfM18AAP, H-Glu-NHMec fluorogenic cleavage. AID 1822. 1.2% of 290,000 active;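 active means inhibition above the campaign mean inhibition over all tested compounds plus 3 SD, cut at about 28% in these data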;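 further: 0% = plate median of test compound wells and 100% = 2 mM ZnCl2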
OXTR ag – activates the human oxytocin receptor; 0.32% of 320,000 active; AID 2435; activation, % at 3 µM; CHO-OTR cells, Fluo-8 calcium fluorescence; normalized: DMSO 0%, oxytocin 100%;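 active means activation above the mean of all tested compounds plus 3 SD, cutoff set per screening run, cut at about 20% in these data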;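 further: peak over basal fluorescence ratio from a 100 s FLIPR kinetic read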
Target sequence (P30559 whole entry, looked up): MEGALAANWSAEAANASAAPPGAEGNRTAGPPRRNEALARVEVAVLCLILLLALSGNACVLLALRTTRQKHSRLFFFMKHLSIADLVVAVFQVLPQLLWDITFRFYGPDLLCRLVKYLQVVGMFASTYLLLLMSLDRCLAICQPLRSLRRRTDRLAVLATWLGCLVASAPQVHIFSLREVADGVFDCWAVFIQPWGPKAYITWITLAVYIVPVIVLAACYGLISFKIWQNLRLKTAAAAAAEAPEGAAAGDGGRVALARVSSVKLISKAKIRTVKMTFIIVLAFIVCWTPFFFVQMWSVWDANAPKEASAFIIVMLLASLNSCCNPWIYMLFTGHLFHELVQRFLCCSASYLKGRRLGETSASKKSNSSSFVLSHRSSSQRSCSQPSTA
MEKK3 PB1 HTS – modulators (inhibitors or enhancers) of MEK5 binding to human MEKK3 PB1 domain; Q99759; bead-based flow cytometry, Alexa488-MEK5 binding to MEKK3; actives lie on both sides; 0 = blocked by unlabeled MEK5, 100 = vehicle; binding response (% of control), % at 10 µM; 1.4% of 290,000 active;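 active means binding response more than 3 SD above or below the average of its plate-row segment, actives on both sides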;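 further: Alexa488 bead fluorescence after subtracting the streptavidin-only scavenger bead signal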
Target sequence (Q99759 whole entry, looked up, the tested form may be a part): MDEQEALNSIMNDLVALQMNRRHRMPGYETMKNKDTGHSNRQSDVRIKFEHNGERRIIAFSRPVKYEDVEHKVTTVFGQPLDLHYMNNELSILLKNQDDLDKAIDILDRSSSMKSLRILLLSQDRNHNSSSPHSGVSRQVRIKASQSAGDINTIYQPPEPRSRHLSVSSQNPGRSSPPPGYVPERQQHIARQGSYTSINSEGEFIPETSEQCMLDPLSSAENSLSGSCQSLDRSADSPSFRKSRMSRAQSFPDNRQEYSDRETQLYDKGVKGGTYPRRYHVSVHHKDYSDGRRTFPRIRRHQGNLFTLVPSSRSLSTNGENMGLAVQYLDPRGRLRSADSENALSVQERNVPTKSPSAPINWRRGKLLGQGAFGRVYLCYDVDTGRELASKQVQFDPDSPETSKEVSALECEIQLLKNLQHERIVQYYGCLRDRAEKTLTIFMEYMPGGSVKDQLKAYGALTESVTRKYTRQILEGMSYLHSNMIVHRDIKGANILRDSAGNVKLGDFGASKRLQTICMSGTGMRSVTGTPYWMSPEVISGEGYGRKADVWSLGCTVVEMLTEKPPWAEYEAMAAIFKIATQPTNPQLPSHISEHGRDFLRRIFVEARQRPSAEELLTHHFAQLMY
MEKK2 WT-MEK5 – raises or lowers MEK5 binding to wildtype human MEKK2 PB1 domain. bead flow cytometry, Alexa488-MEK5 binding to MEKK2 WT; actives lie on both sides. binding response (% of control), % at 10 µM. 1.1% of 290,000 active. AID 1531; in the data active means binding response below about 67% or above about 130%
GPR7 antagonist – antagonists of human GPR7 (neuropeptides B/W receptor 1); inhibition, % at 4.4 µM; P48145; 1.1% of 290,000 active; GPR7-expressing cells, fluorescence antagonist assay; in the data active means inhibition above about 16%, passing the limit was not always enough;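 further: cells stimulated with the agonist NPW; 0% = agonist with vehicle and 100% = vehicle without agonist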
PHOSPHO1 inh – inhibitors of human PHOSPHO1 phosphatase; recombinant PHOSPHO1, absorbance phosphatase assay; inhibition, % at 13.3 µM; 1.1% of 290,000 active; AID 1565; in the data active means inhibition above about 60%
NALP1 yeast inh – blocks the NALP1 inflammasome reconstituted in yeast; S. cerevisiae NALP1/ASC/caspase-1 growth, X-gal OD620, 72 h; inhibition, % at 10 µM; 0.61% of 280,000 active; in the data active means inhibition mostly above about 24%, no sharp cut-off; inactive means mostly below about 32%; further: some compounds called inactive have numbers as strong as hits
The depositor's hits bear a star.

CCOC(=O)Cn1c(=O)oc2cc(S(=O)(=O)Nc3cc(OCC)ccc3OCC)ccc21 was read as FID counter -12, MEKK2 mut-MEK5 3, M18AAP inhibitor 2, OXTR ag 1.0, MEKK3 PB1 HTS 100, MEKK2 WT-MEK5 98, GPR7 antagonist 10, PHOSPHO1 inh 1 and NALP1 yeast inh 8.
`CCOC(=O)[C@@H]1[C@H]2COc3cc(OC)ccc3[C@@H]2N2C(=O)N(c3cccc(Cl)c3)C(=O)[C@@]12C` gave FID counter -29, MEKK2 mut-MEK5 -2, M18AAP inhibitor 4, OXTR ag -1.2, MEKK3 PB1 HTS 100, MEKK2 WT-MEK5 99, GPR7 antagonist 1, PHOSPHO1 inh 15 and NALP1 yeast inh 18.
CCNS(=O)(=O)c1ccc(CCC(=O)Nc2ccc3c(c2)OCO3)cc1 was read as FID counter -6, MEKK2 mut-MEK5 4, M18AAP inhibitor -10, OXTR ag 2.4, MEKK3 PB1 HTS 105, MEKK2 WT-MEK5 105, GPR7 antagonist -1, PHOSPHO1 inh 14 and NALP1 yeast inh 3.
`O=C(CSc1nncn1-c1ccccc1)Nc1cc(F)ccc1F` gave FID counter -10, MEKK2 mut-MEK5 -1, M18AAP inhibitor -1, OXTR ag 0.8, MEKK3 PB1 HTS 104, MEKK2 WT-MEK5 102, GPR7 antagonist 9, PHOSPHO1 inh 24 and NALP1 yeast inh 8.
O=C(NC(=O)N1CCCCCC1)c1ccc(Cl)cc1 was read as FID counter -3, MEKK2 mut-MEK5 7, M18AAP inhibitor 2, OXTR ag 0.5, MEKK3 PB1 HTS 108, MEKK2 WT-MEK5 109, GPR7 antagonist -9, PHOSPHO1 inh 5 and NALP1 yeast inh 7.
For O=C(C1CCN(S(=O)(=O)c2ccccc2)CC1)N1CCN(Cc2ccc3c(c2)OCO3)CC1 the results were FID counter -21, MEKK2 mut-MEK5 4, M18AAP inhibitor -8, OXTR ag 2.5, MEKK3 PB1 HTS 99, MEKK2 WT-MEK5 106, GPR7 antagonist -13, PHOSPHO1 inh 23 and NALP1 yeast inh -1.
Cc1cccn2c(=O)c3cc(C(=O)N4CCOCC4)n(C)c3nc12 was read as FID counter -11, MEKK2 mut-MEK5 12, M18AAP inhibitor -12, OXTR ag 0.3, MEKK3 PB1 HTS 109, MEKK2 WT-MEK5 118, GPR7 antagonist -12, PHOSPHO1 inh 38 and NALP1 yeast inh 12.
Screening COc1ccc(OCC(=O)OCC(=O)Nc2ccc(S(=O)(=O)N3CCCCC3)cc2)cc1 returned FID counter -17, MEKK2 mut-MEK5 0, M18AAP inhibitor -6, OXTR ag 3.3, MEKK3 PB1 HTS 102, MEKK2 WT-MEK5 101, GPR7 antagonist -4, PHOSPHO1 inh -78 and NALP1 yeast inh 4.
Cc1ccc(C)n1-c1cc([N+](=O)[O-])ccc1-n1ccnc1 was read as FID counter -2, MEKK2 mut-MEK5 -19, M18AAP inhibitor 8, OXTR ag 1.3, MEKK3 PB1 HTS 92, MEKK2 WT-MEK5 90, GPR7 antagonist -3, PHOSPHO1 inh 42 and NALP1 yeast inh 1.
`CCOc1cc(C#N)c(NC(=O)c2cccnc2)cc1OCC` gave FID counter 1, MEKK2 mut-MEK5 16, M18AAP inhibitor -2, OXTR ag 0.0, MEKK3 PB1 HTS 112, MEKK2 WT-MEK5 112, GPR7 antagonist 5, PHOSPHO1 inh -1 and NALP1 yeast inh 5.
Screening O=C(Nc1ccccc1C(=O)OCc1nnc(-c2ccccc2)o1)c1ccco1 returned FID counter -3, MEKK2 mut-MEK5 0, M18AAP inhibitor 2, OXTR ag -1.5, MEKK3 PB1 HTS 98, MEKK2 WT-MEK5 97, GPR7 antagonist -5, PHOSPHO1 inh 9 and NALP1 yeast inh -4.
For CCOc1ccc(Nc2ncnc(N)n2)cc1 the results were FID counter -2, MEKK2 mut-MEK5 7, M18AAP inhibitor -9, OXTR ag -1.3, MEKK3 PB1 HTS 106, MEKK2 WT-MEK5 104, GPR7 antagonist -8, PHOSPHO1 inh 28 and NALP1 yeast inh 18.
For COC(=O)c1sc(SC)c(-c2ccon2)c1C the results were FID counter -6, MEKK2 mut-MEK5 -39, M18AAP inhibitor -11, OXTR ag -2.9, MEKK3 PB1 HTS 61, MEKK2 WT-MEK5 70, GPR7 antagonist -9, PHOSPHO1 inh 55 and NALP1 yeast inh 8.
Screening CCCCC1CCCOC(C(=O)NCCNCCO)(C(F)(F)F)C1 (stereo not given) returned MEKK2 mut-MEK5 -4, OXTR ag 1.3, MEKK3 PB1 HTS 81 and MEKK2 WT-MEK5 93.
Screening CS(=O)(=O)N1CCC(C(=O)NCC2CCCO2)CC1 (stereo not given) returned FID counter 0, MEKK2 mut-MEK5 5, M18AAP inhibitor 3, OXTR ag 0.1, MEKK3 PB1 HTS 100, MEKK2 WT-MEK5 104, GPR7 antagonist 19, PHOSPHO1 inh 7 and NALP1 yeast inh 3.
Cc1ccc(-c2nc(C=Nc3cccc(C)c3)c(O)o2)cc1 was read as FID counter -5, MEKK2 mut-MEK5 6, M18AAP inhibitor 1, OXTR ag -2.4, MEKK3 PB1 HTS 105, MEKK2 WT-MEK5 107, GPR7 antagonist -7, PHOSPHO1 inh 2 and NALP1 yeast inh 14.
`CC1(C)CC(=O)C2=C(C1)N(CCN1CCOCC1)C1=C(C(=O)CC(C)(C)C1)C2c1cccc(F)c1` gave FID counter -28, MEKK2 mut-MEK5 4, M18AAP inhibitor 1, OXTR ag -1.3, MEKK3 PB1 HTS 104, MEKK2 WT-MEK5 107, GPR7 antagonist -9, PHOSPHO1 inh 3 and NALP1 yeast inh 39.
COc1ccc(CC(=O)NNC(=S)NC(=O)c2cccnc2)cc1 was read as FID counter 1, MEKK2 mut-MEK5 -20, M18AAP inhibitor 26, OXTR ag 0.8, MEKK3 PB1 HTS 68, MEKK2 WT-MEK5 79, GPR7 antagonist -18, PHOSPHO1 inh 85* and NALP1 yeast inh -2.
COc1cccc(/C=N/NC(=O)CN(CCc2ccccc2)S(=O)(=O)c2ccc(NC(C)=O)cc2)c1 was read as FID counter -13, MEKK2 mut-MEK5 2, M18AAP inhibitor 0, OXTR ag -0.3, MEKK3 PB1 HTS 106, MEKK2 WT-MEK5 105, GPR7 antagonist -10, PHOSPHO1 inh -7 and NALP1 yeast inh 20.
`CC(=O)N1N=C(c2ccc(Cl)cc2)OC1(C)C` gave FID counter -1, MEKK2 mut-MEK5 11, M18AAP inhibitor -15, OXTR ag -1.8, MEKK3 PB1 HTS 103, MEKK2 WT-MEK5 131, GPR7 antagonist -8, PHOSPHO1 inh -12 and NALP1 yeast inh 42.
For O=C(c1cccc(NC2=NC3CS(=O)(=O)CC3S2)c1)N1CCN(c2ccc(F)cc2)CC1 (stereo not given) the results were FID counter -20, MEKK2 mut-MEK5 -1, M18AAP inhibitor 3, OXTR ag -0.4, MEKK3 PB1 HTS 102, MEKK2 WT-MEK5 98, GPR7 antagonist 2, PHOSPHO1 inh 33 and NALP1 yeast inh -1.
For Fc1ccc(OCc2nn3c(Cn4nnc5ccccc54)nnc3s2)cc1 the results were FID counter -16, MEKK2 mut-MEK5 5, M18AAP inhibitor 8, OXTR ag 3.0, MEKK3 PB1 HTS 106, MEKK2 WT-MEK5 101, GPR7 antagonist 10, PHOSPHO1 inh 82* and NALP1 yeast inh 4.
CCN(CC)S(=O)(=O)c1cc(NC(=O)CN2CCN(c3ccccn3)CC2)ccc1C was read as FID counter -15, MEKK2 mut-MEK5 -6, M18AAP inhibitor -8, OXTR ag -2.0, MEKK3 PB1 HTS 98, MEKK2 WT-MEK5 91, GPR7 antagonist 0, PHOSPHO1 inh 13 and NALP1 yeast inh 13.
O=S(=O)(NC1CCSc2ccccc21)c1ccccc1 (stereo not given) was read as FID counter -15, MEKK2 mut-MEK5 -3, M18AAP inhibitor -1, OXTR ag -1.8, MEKK3 PB1 HTS 100, MEKK2 WT-MEK5 102, GPR7 antagonist -3, PHOSPHO1 inh -6 and NALP1 yeast inh 13.

Reprinted from the part before: two compounds, then new ones.
CCN(CC)S(=O)(=O)c1cc(NC(=O)CN2CCN(c3ccccn3)CC2)ccc1C was read as FID counter -15, MEKK2 mut-MEK5 -6, M18AAP inhibitor -8, OXTR ag -2.0, MEKK3 PB1 HTS 98, MEKK2 WT-MEK5 91, GPR7 antagonist 0, PHOSPHO1 inh 13 and NALP1 yeast inh 13.
O=S(=O)(NC1CCSc2ccccc21)c1ccccc1 (stereo not given) was read as FID counter -15, MEKK2 mut-MEK5 -3, M18AAP inhibitor -1, OXTR ag -1.8, MEKK3 PB1 HTS 100, MEKK2 WT-MEK5 102, GPR7 antagonist -3, PHOSPHO1 inh -6 and NALP1 yeast inh 13.
O=c1[nH]c(=O)c2nc(-c3ccc(Cl)cc3)cnc2[nH]1 was read as FID counter 1, MEKK2 mut-MEK5 -6, M18AAP inhibitor 0, OXTR ag -2.1, MEKK3 PB1 HTS 97, MEKK2 WT-MEK5 98, GPR7 antagonist -12, PHOSPHO1 inh 26 and NALP1 yeast inh -4.
COC(=O)c1cccc(NC(=O)CC2C(=O)NCCN2C(=O)c2ccc(F)cc2F)c1 (stereo not given) was read as FID counter -6, MEKK2 mut-MEK5 -30, M18AAP inhibitor -7, OXTR ag -0.8, MEKK3 PB1 HTS 80, MEKK2 WT-MEK5 75, GPR7 antagonist 1, PHOSPHO1 inh 3 and NALP1 yeast inh 5.
FC(F)(F)c1ccc(Oc2ccc3ccccc3c2Br)nc1 was read as FID counter 5, MEKK2 mut-MEK5 21, M18AAP inhibitor -2, OXTR ag 0.1, MEKK3 PB1 HTS 105, MEKK2 WT-MEK5 111, GPR7 antagonist -7, PHOSPHO1 inh 6 and NALP1 yeast inh 20.
CC1CCCN(CC(=O)Nc2ccc(S(=O)(=O)N3CCCCC3)cc2)C1 (stereo not given) was read as FID counter 3, MEKK2 mut-MEK5 5, M18AAP inhibitor -7, OXTR ag 1.9, MEKK3 PB1 HTS 102, MEKK2 WT-MEK5 103, GPR7 antagonist -7, PHOSPHO1 inh -4 and NALP1 yeast inh 10.
CC(=O)Nc1ccc(NC(=O)c2cc(-c3cc(C)c(C)cc3O)n[nH]2)cc1 was read as FID counter -6, MEKK2 mut-MEK5 1, M18AAP inhibitor -5, OXTR ag 0.0, MEKK3 PB1 HTS 99, MEKK2 WT-MEK5 103, GPR7 antagonist 23 and NALP1 yeast inh 10.
COc1ccc(NC(=S)Nc2ccc(C)c(S(=O)(=O)N3CCCCC3)c2)cc1 was read as FID counter -6, MEKK2 mut-MEK5 1, M18AAP inhibitor -12, OXTR ag 3.1, MEKK3 PB1 HTS 101, MEKK2 WT-MEK5 116, GPR7 antagonist -4, PHOSPHO1 inh -12 and NALP1 yeast inh -14.
For COc1ccc2[nH]cc(CCNC(=O)COc3ccc4ccc(=O)oc4c3)c2c1 the results were FID counter -14, MEKK2 mut-MEK5 4, M18AAP inhibitor 4, OXTR ag 1.8, MEKK3 PB1 HTS 103, MEKK2 WT-MEK5 105, GPR7 antagonist 10, PHOSPHO1 inh 3 and NALP1 yeast inh -7.
`COc1ccc(OCC(=O)N/N=C(\C)CC(=O)Nc2ccc(NC(C)=O)cc2)cc1` gave FID counter -18, MEKK2 mut-MEK5 7, M18AAP inhibitor -8, OXTR ag 0.2, MEKK3 PB1 HTS 105, MEKK2 WT-MEK5 110, GPR7 antagonist -12, PHOSPHO1 inh 21 and NALP1 yeast inh 0.
For CCN(C(=O)CSc1nnc(C)n1Cc1ccccc1)C1CCS(=O)(=O)C1 (stereo not given) the results were FID counter -9, MEKK2 mut-MEK5 -3, M18AAP inhibitor 7, OXTR ag 0.7, MEKK3 PB1 HTS 100, MEKK2 WT-MEK5 99, GPR7 antagonist 4, PHOSPHO1 inh -8 and NALP1 yeast inh 16.
